# Bioassay records deposited in PubChem BioAssay by several laboratories.
# Lipid droplet = hepatic lipid droplet formation modulation | 240,000 compounds, 0.4% hits | AML12 mouse hepatocytes, oleate lipid droplets, BODIPY imaging | inhibition, % at 6.5 µM;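 active means lipid droplet intensity inhibited by at least 50%, with more than 500 cells counted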
#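 Assay system: AML12 mouse liver cells | Compound: 6.5 µM single-point dosing | Schedule: Overnight exposure | Technique: Fluorescence imaging, 20x objective, two fields per well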
# Myeloid diff MLP = promotes myeloid progenitor differentiation | ER-HoxA9 myeloid progenitors, lysozyme-GFP differentiation, flow cytometry | calls only at 10 µM | 360,000 compounds, 1% hits | AID 624256;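 active means normalized GFP-positive differentiation at or above the plate's own cutoff, the solvent-only control mean plus 3 SD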;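 further: cells exposed to compound for four days before flow analysis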
# MT stabilize HCS = stabilizes microtubules in HeLa cells; HeLa tubulin immunostaining HCS, 24 h; share of cells brighter than vehicle mean+2SD; % tubulin-high responders, % at 10 µM; 200,000 compounds, 0.83% hits;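 active means plate Z-score above 3 for both tubulin-high and condensed-nucleus cell shares, with cell loss under 80%, at 10 µM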;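 further: anti alpha tubulin signal scored within the nucleus-defined area of each cell; some results filed as inactive read as strong as hits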
# West Nile antiviral = West Nile virus antiviral activity, cell-based, CPE readout (AID 1621). 290,000 compounds, 0.02% hits. West Nile virus-infected cells, CPE inhibition; higher % means a stronger effect. one-dose CPE inhibition, % at 10 µM; IC50 in µM for titrated hits; in the data active means a potency from the dose series; further: strong numbers were not always called active
# T cell HTS = modulates CD8 T cell binding to vesicles. AID 2052. 330,000 compounds, 0.068% hits. calls only at 7 µM. 2C CD8+ T cell-vesicle binding, flow cytometry; stronger effect = lower value;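 active means response, share of CD8 T cells binding vesicles, and their 90th percentile fluorescence all below set limits, cut at about 80% in these data, passing the limit was not always enough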
#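 Material: 2C TCR transgenic mouse naive CD8+ T cells, MACS-purified. Also added: QL9-charged Drosophila Ld/ICAM-1/B7-1 vesicles. Timing: binding 1.5 h at 37 °C. Measured by: high-throughput flow cytometry with anti-B7-1 and anti-CD8 staining. Read-out: percent CD8+ FL2 mean versus row control. Controls: Unloaded micro-vesicles (low), QL9 vesicles with 0.7% DMSO (high).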
# Ins promoter up = MIN6 insulin promoter up-regulation; MIN6 insulin promoter-GFP reporter, high-content imaging; stronger effect = higher value; z-score at 5 µM; 190,000 compounds, 0.3% hits;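 active means z-score above 3 at 5 µM with at least 500 cells counted in the well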
# Autophagy HCS = modulators of autophagy. 190,000 compounds, 0.98% hits. MEF GFP-LC3 puncta imaging; test concentration mostly 10 µM. calls only at 10 µM (by protocol);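 active means percentage of spot-positive cells more than 3 SD above its plate mean, without a fluorescence outlier flag or 80% toxicity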;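 further: spot-positive cell cutoff set from DMSO-treated cells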
# WT yeast gro inh = growth inhibition of WT yeast, mitochondrial fusion screen | mitochondrial fusion phenotypic screen, WT strain | inhibition, % at 10 µM | 190,000 compounds, 2.1% hits | AID 1362; in the data active means inhibition above about 58%; tested in S. cerevisiae
# b-catenin transl = alters nuclear translocation of beta-catenin in HeLa cells | immunofluorescence imaging | nuclear translocation activity, % at 5 µM | 190,000 compounds, 0.3% hits;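 active means nuclear translocation activity above 50% at 5 µM, with a well cell count of 50 or more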;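 further: per-cell ratio of nuclear to cytoplasmic median beta-catenin stain intensity; plate controls were DMSO negative control for no effect and GSK-3 inhibitor IX positive control for full effect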
#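 System: Human HeLa cells, endogenous beta-catenin | Compound dosing: 5 µM primary, 0.02–20 µM confirmation | Timing: 24 h compound exposure at 37°C, 5% CO2 | Measured by: Fluorescence imaging of beta-catenin antibody stain plus DAPI | Read-out basis: % activation of per-cell nuclear versus cytoplasmic median beta-catenin signal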
# WT yeast gro inh mutant strain = further read-out of WT yeast gro inh, marked with its call; inhibition, %; mitochondrial fusion phenotypic screen, mutant strain inhibition
# Ins promoter up cell count = also measured in Ins promoter up; calls as there; cell count; measured here: cytotoxicity, nuclei count;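 total cells summed across four imaged fields per well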
# Lipid droplet cells 6.5 µM = recorded beside Lipid droplet, whose call it bears; cell count; measured here: cell count, cytotoxicity flag;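 cells counted across two imaged fields per well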
# b-catenin transl cell count 5 µM = recorded beside b-catenin transl, whose call it bears; cell count; measured here: cell count, cytotoxicity flag
# T cell HTS vesicle-bound % = second read-out of T cell HTS, no call of its own (marks repeat the call); double positive events, %; measured here: CD8+ vesicle-bound cell fraction;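 binding gate set so that unloaded-vesicle control wells show 10% double positive cells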
# MT stabilize HCS Hoechst-high % = recorded beside MT stabilize HCS, whose call it bears; % Hoechst-high responders; measured here: nuclear condensation Hoechst responders;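 share of cells brighter than vehicle mean plus two SD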
# MT stabilize HCS cytotoxicity % = second read-out of MT stabilize HCS, no call of its own (marks repeat the call); toxicity, %; measured here: cytotoxicity by cell density;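 0% = mean cell density of plate MIN control wells and 100% = no cells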
# Autophagy HCS cell loss 18 h = recorded beside Autophagy HCS, whose call it bears; toxicity, %; measured here: cell loss, nuclei count;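 cell loss after 18 h compound exposure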
# Myeloid diff MLP GFP+ MAC1+ % = recorded beside Myeloid diff MLP, whose call it bears; GFP+ MAC1+ double positive, %; measured here: differentiation confirmed by MAC1 staining
# Active calls of the source: *; i = inactive; nt = not tested or not shown.
Compound,Lipid droplet,Lipid droplet cells 6.5 µM,Myeloid diff MLP,Myeloid diff MLP GFP+ MAC1+ %,MT stabilize HCS,MT stabilize HCS Hoechst-high %,MT stabilize HCS cytotoxicity %,West Nile antiviral,T cell HTS,T cell HTS vesicle-bound %,Ins promoter up,Ins promoter up cell count,Autophagy HCS,Autophagy HCS cell loss 18 h,WT yeast gro inh,WT yeast gro inh mutant strain,b-catenin transl,b-catenin transl cell count 5 µM
O=C(O)c1ccccc1C(=O)Nc1cccc([N+](=O)[O-])c1,16,813,i,0.3,nt,nt,nt,0.3%,i,59,0.25,1415,nt,nt,nt,nt,-1.2,1142
Cc1ccc2c(c1)C(C)(C)[C@]1(C)NC(=O)CCN21,nt,nt,nt,nt,6.2,3.9,8.2,0.3%,i,46,-0.46,953,i,-6,4,2,0.2,701
CC1CCc2c(C(=O)Nc3cccc(-c4nn[nH]n4)c3)csc2C1 (stereo not drawn),-1,863,i,0.6,nt,nt,nt,2.0%,i,18,nt,nt,nt,nt,nt,nt,nt,nt
CN(NC(=O)c1ccc(Cl)cc1Cl)C1=NS(=O)(=O)c2ccccc21,11,673,i,1.5,3.5,2.5,8.7,0.1%,i,26,-0.32,1261,i,14,4,14,-0.9,1068
O=C(O)CN1C(=O)NC2(CCc3ccccc32)C1=O (stereo not drawn),16,836,i,0.5,nt,nt,nt,0.7%,i,42,nt,nt,nt,nt,nt,nt,nt,nt
CN1CCN(c2ccccc2NC(=O)c2ccc(N3CCCC3)c([N+](=O)[O-])c2)CC1,11,692,i,0.1,2.3,2.4,19,2.3%,i,6,-3,1236,i,2,15,-8,0.4,959
COc1ccccc1/C=C/C=N/n1c(-c2cc(-c3ccccc3)n[nH]2)n[nH]c1=S,14,716,i,0.4,nt,nt,nt,-0.6%,i,24,-1.3,1324,nt,nt,nt,nt,1.3,1061
COc1ccc2c(c1)c(C(=O)N/N=C/c1cccc(O)c1)c(C)n2C,-32,631,i,0.5,3.0,2.6,7.8,0.0%,i,34,-0.17,1304,i,-8,-8,-32,-1.5,588
Cc1occc1C(=O)N=Nc1c(O)[nH]c2ccc(Br)cc12,-5,645,nt,nt,2.3,2.6,5.7,-0.1%,i,38,0.3,1463,i,-4,10,3,-1.7,1113
Cc1cccc(C(=O)NNC(=O)C2CCCO2)c1 (stereo not drawn),nt,nt,i,0.8,1.5,2.5,4.9,-0.3%,i,10,nt,nt,i,-1,12,0,nt,nt
Cc1nc([N+](=O)[O-])c(Br)n1Cc1ccccc1,6,662,i,0.1,nt,nt,nt,2.3%,i,40,-0.81,885,nt,nt,nt,nt,0.4,1257
Cc1cccc(N2CCN(C(=O)C3CCN(S(=O)(=O)c4cccnc4)CC3)CC2)c1C,nt,nt,i,3.5,2.0,4.3,12,-0.6%,i,34,-0.05,896,i,-3,5,5,nt,nt
O=C(COC(=O)Cn1cnc2ccccc2c1=O)Nc1ccc(Cl)cc1,-2,663,i,0.7,3.6,2.3,3.3,0.1%,i,44,0.02,1488,i,-7,7,3,0.1,1053
CC(=O)N1CCc2cc(Br)cc(S(=O)(=O)N3CCC(C(=O)O)CC3)c21,1,764,i,1.6,nt,nt,nt,0.3%,i,35,nt,nt,nt,nt,nt,nt,nt,nt
Cn1c(SCc2ccc(F)cc2)nnc1-c1ccccn1,nt,nt,i,1.7,5.6,3.8,5.8,-0.1%,i,20,1.2,1047,i,-7,7,0,-7.2,884
Cc1cccc(C(=O)NCC(c2ccc(F)cc2)N2CCOCC2)c1 (stereo not drawn),8,660,i,0.7,7.5,1.7,12,-0.5%,i,38,0.13,1182,i,4,6,4,1.7,939
COc1ccc(N(C(=O)c2ccncc2)S(=O)(=O)c2ccc(Cl)cc2)cc1,-9,802,i,13,nt,nt,nt,-0.9%,i,6,nt,nt,nt,nt,nt,nt,nt,nt
CC1(C)CC(=O)C=C(NCCN2CCN(C(=S)Nc3ccc(F)cc3)CC2)C1,8,698,i,0.7,nt,nt,nt,0.7%,i,46,-0.03,1409,nt,nt,nt,nt,0.8,1100
NC(=S)N/N=C/c1c[nH]c2ccccc12,-11,648,i,0.3,nt,nt,nt,0.2%,i,54,0.98,995,nt,nt,nt,nt,1.8,1151
CC(=O)Nc1ccc(S(=O)(=O)Nc2ccc(F)c([N+](=O)[O-])c2)cc1,0,700,i,0.3,3.6,1.3,7.9,0.2%,i,28,-0.2,1611,i,1,-2,-19,0.5,1001
CC(NC(=O)OCc1ccccc1)C(=O)OCN1C(=O)c2ccccc2C1=O (stereo not drawn),-18,677,i,0.3,1.8,1.5,4.1,0.4%,i,61,nt,nt,i,-2,-3,8,0.0,1050
CN(C)c1ccc(C(=O)C(O)c2ccccc2)cc1 (stereo not drawn),34,767,i,1.0,2.6,2.3,12,-0.1%,i,11,nt,nt,i,3,6,-3,nt,nt
O=C1NCC(O)=C1C=NCCCO,-23,646,i,6.2,1.5,2.0,12,nt,i,38,nt,nt,i,0,-1,-9,-2.4,1121
COc1c2c(cc3ccc(=O)oc13)CCO2,10,773,i,0.6,nt,nt,nt,-0.1%,i,10,nt,nt,nt,nt,nt,nt,nt,nt
O=C(Nc1ccc(Cl)cn1)C1CCCN(c2ncnc3c2nc2n3CCCCC2)C1 (stereo not drawn),-33,770,i,0.0,nt,nt,nt,-0.8%,i,45,nt,nt,nt,nt,nt,nt,nt,nt

# Part of the list above with just b-catenin transl cell count 5 µM, Ins promoter up and T cell HTS vesicle-bound %.
SMILES,b-catenin transl cell count 5 µM,Ins promoter up,T cell HTS vesicle-bound %
CN(NC(=O)c1ccc(Cl)cc1Cl)C1=NS(=O)(=O)c2ccccc21,1068,-0.32,26
O=C(O)CN1C(=O)NC2(CCc3ccccc32)C1=O (stereo not drawn),nt,nt,42

# Next compounds follow.
Compound,Lipid droplet,Lipid droplet cells 6.5 µM,Myeloid diff MLP,Myeloid diff MLP GFP+ MAC1+ %,MT stabilize HCS,MT stabilize HCS Hoechst-high %,MT stabilize HCS cytotoxicity %,West Nile antiviral,T cell HTS,T cell HTS vesicle-bound %,Ins promoter up,Ins promoter up cell count,Autophagy HCS,Autophagy HCS cell loss 18 h,WT yeast gro inh,WT yeast gro inh mutant strain,b-catenin transl,b-catenin transl cell count 5 µM
Cc1ccccc1-c1nnn(Cc2ccc(-c3nn[nH]n3)cc2)n1,-13,679,i,0.6,2.6,2.2,8.2,0.3%,i,10,1.1,1616,i,0,20,4,0.5,920
Cc1nn(-c2ccccc2)c2c1C(=O)NC(=O)C(C)(C)C2,nt,nt,i,0.4,3.8,3.6,8.7,-0.1%,i,44,-0.02,1368,i,-9,2,11,0.3,1294
COc1cc(/C=C2/SC(=S)N(c3c(C)n(C)n(-c4ccccc4)c3=O)C2=O)ccc1O,-1,665,i,0.5,5.5,2.0,5.5,-0.5%,i,11,-0.29,1355,i,-7,12,-11,4.9,1537
COc1ccc(/C=C/C(=O)OC2CCCN(C)C2)cc1 (stereo not drawn),6,544,i,0.1,3.3,1.5,13,0.8%,i,49,0.3,1712,i,18,-3,-10,0.2,1000
CCCn1cc(C(=O)N(C)C2CCCN(Cc3ccccc3F)C2)c(C)n1 (stereo not drawn),-20,699,i,0.6,nt,nt,nt,-0.6%,i,42,nt,nt,nt,nt,nt,nt,nt,nt
O=C(Oc1ccc(/C=N/NC(=O)c2ccccc2F)cc1)c1ccccc1,6,870,i,1.6,nt,nt,nt,-0.1%,i,6,nt,nt,nt,nt,nt,nt,nt,nt
Cc1cc(NC(=O)Cc2ccc(Br)cc2)no1,6,897,i,0.7,nt,nt,nt,-0.5%,i,nt,nt,nt,nt,nt,nt,nt,nt,nt
Cc1ccccc1C1CC(c2ccccc2)Nc2ncnn21 (stereo not drawn),nt,nt,i,2.3,3.4,4.8,7.8,0.0%,i,64,1.3,830,i,8,-13,11,nt,nt
Nc1nc(SCC(=O)NCc2ccccc2)[nH]c(=O)c1NC(=O)c1ccccc1F,-6,653,i,0.5,3.5,3.2,3.6,0.2%,i,37,0.6,1346,i,-7,-12,-14,-1.6,930
Cc1ccc(C2N(C)c3ccccc3-c3nc4ccccc4n32)o1 (stereo not drawn),-7,801,i,1.0,1.9,1.2,9.3,-0.7%,i,54,nt,nt,i,-9,33,33,1.4,1143
O=S(=O)(NN=C1CCCCCC1)c1ccccc1,20,740,i,1.8,nt,nt,nt,0.5%,i,15,nt,nt,nt,nt,nt,nt,nt,nt
COc1ccccc1C(=O)N(Cc1ccc(Cl)cc1)C1CCS(=O)(=O)C1 (stereo not drawn),-15,678,i,0.5,nt,nt,nt,-0.4%,i,25,nt,nt,nt,nt,nt,nt,nt,nt
CC(NC(=O)c1cccs1)C(c1cccs1)N1CCN(c2ccccc2)CC1 (stereo not drawn),7,729,i,6.9,2.1,1.6,6.5,-0.3%,i,14,-0.14,969,i,4,48,23,-0.1,1061
COc1cccc(NC(=O)Nc2ccc3c(c2)CCC3)c1,-10,664,i,0.5,nt,nt,nt,0.0%,i,56,nt,nt,nt,nt,nt,nt,nt,nt
O=S(=O)(NCCc1c[nH]c2ccccc12)c1ccccc1,3,818,i,0.4,nt,nt,nt,-0.1%,i,28,nt,nt,nt,nt,nt,nt,nt,nt
COC(=O)c1ccccc1NC(=O)NC1CCCC1,-12,650,i,0.4,4.8,2.8,3.3,0.7%,i,44,-0.35,1329,i,-27,8,10,0.2,1085
O=C(CSc1nnc(CNC(=O)c2cccs2)o1)NCc1ccc(F)cc1,13,823,i,0.5,1.3,1.0,8.4,0.1%,i,56,nt,nt,i,2,7,12,3.5,996
Cc1ccc(N2C(=O)CC(n3ccnc3)C2=O)cc1C (stereo not drawn),nt,nt,i,0.3,1.2,1.2,9.8,-0.1%,i,28,-0.08,1539,i,1,-1,-4,2.3,1405
